TLR4 MyD88 comp – inhibitors of human TLR4-MyD88 binding; O00206+Q99836; actives 0.18% (n = 200,000); inhibition, % at 8.4 µM; HeLa CL3-4 TLR4/MyD88 BLA complementation, FRET ratio; in the data active means inhibition above about 25%;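 further: 0% = vehicle and 100% = reference inhibitor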
PPARg SRC2 recr – PPARgamma-driven SRC-2 recruitment agonism. P37231. AID 1032. activation, % at 8 µM. actives 0.34% (n = 200,000). PPARgamma LBD-SRC-2 recruitment, biochemical; in the data active means activation above about 22%;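 further: 0% = vehicle and 100% = reference agonist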
Target sequence (P37231 whole entry, looked up, the tested form may be a part): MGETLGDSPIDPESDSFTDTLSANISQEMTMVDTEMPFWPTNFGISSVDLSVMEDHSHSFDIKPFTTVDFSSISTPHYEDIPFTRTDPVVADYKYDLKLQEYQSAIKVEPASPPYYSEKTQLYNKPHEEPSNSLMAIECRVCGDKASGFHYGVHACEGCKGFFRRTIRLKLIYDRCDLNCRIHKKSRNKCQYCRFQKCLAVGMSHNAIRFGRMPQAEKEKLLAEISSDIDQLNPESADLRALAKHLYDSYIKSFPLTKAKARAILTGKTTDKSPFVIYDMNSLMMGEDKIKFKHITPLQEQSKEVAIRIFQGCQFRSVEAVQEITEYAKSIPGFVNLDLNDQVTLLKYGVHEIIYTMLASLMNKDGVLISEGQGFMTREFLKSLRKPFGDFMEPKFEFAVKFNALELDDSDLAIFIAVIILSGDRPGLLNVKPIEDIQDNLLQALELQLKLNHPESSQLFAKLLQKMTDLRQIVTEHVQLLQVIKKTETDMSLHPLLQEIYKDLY
ROMK primary – modulators of human ROMK potassium channel; P48048; AID 1918; B-score at 10 µM; actives 2% (n = 130,000); Tet-inducible ROMK, thallium flux fluorescence; actives lie on both sides;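 active means signal ratio slope over the read window, or its plate-corrected B-score, at least 3 SD from the plate mean, either direction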;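 further: B-score of the F/F0 ratio slope over 7 to 12 s after thallium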
STAT3 blocker – inhibitors of IL-6 induced STAT3 signaling. AID 862. actives 0.89% (n = 190,000). U3A cells, IL-6 STAT3-luciferase reporter, luminescence; host cell line lacks STAT1. inhibition, % at 5.5 µM;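 active means inhibition above the mean inhibition across all screened compounds plus 3 SD, cut at about 44% in these data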;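 further: 0% = DMSO only wells and 100% = 100 µM nifuroxazide control wells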
STAT1 blocker – inhibitors of IFN-gamma induced STAT1 signaling; NIH 3T3 STAT1-luciferase reporter, luminescence; inhibition, % at 5.5 µM; actives 0.35% (n = 200,000);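 active means inhibition above a set limit, the mean inhibition across all tested compounds plus 3 SD, cut at about 34% in these data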;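 further: 0% = IFN-gamma with DMSO and 100% = IFN-gamma with 300 µM nifuroxazide; values of inactives mirror those of a sister screen read the other way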
S1P3 antagonist – antagonists of human S1P3 receptor. AID 485. actives 0.27% (n = 170,000). Q99500. CHO S1P3 NFAT-BLA reporter, FRET fluorescence, antagonist mode. inhibition, % at 4.98 µM;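 active means inhibition above the plate cutoff, the mean inhibition of test wells on that plate plus 3 SD, cut at about 28% in these data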;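 further: cells challenged with S1P at its EC80 of 0.8 µM; blue over green emission ratio from cleaved BLA substrate after 4 h stimulation; 0% = S1P-stimulated wells and 100% = unstimulated DMSO-only wells; some compounds past the cut are filed as inactive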
Target sequence (Q99500 whole entry, looked up): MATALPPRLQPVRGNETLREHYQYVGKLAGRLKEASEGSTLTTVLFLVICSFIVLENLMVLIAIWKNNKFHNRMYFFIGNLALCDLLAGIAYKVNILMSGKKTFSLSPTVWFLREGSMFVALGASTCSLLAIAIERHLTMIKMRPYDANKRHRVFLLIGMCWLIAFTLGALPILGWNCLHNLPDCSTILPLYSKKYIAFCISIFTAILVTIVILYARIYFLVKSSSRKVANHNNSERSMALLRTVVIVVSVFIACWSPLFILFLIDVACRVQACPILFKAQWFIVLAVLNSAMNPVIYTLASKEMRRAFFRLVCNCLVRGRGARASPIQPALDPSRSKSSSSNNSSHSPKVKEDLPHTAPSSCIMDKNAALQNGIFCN
PPARg SRC-1 ag – agonists of human PPARgamma SRC-1 coactivator recruitment. actives 0.41% (n = 200,000). AID 631. P37231. activation, % at 8 µM. PPARgamma-SRC-1 coactivator recruitment biochemical assay; in the data active means activation above about 19%;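 further: 0% = DMSO and 100% = reference agonist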
STAT3 activator – increases IL-6 driven STAT3 reporter signal. AID 871. activation (% of control), % at 5.6 µM. U3A cells, IL-6 STAT3-luciferase reporter, luminescence; 100% = signal with IL-6 EC80 alone. actives 0.91% (n = 190,000);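 active means activation above the screen-wide mean of compound activation plus 3 SD, cut at about 130% in these data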;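 further: 0% = background luminescence of wells with medium and substrate only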
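Test system: STAT3-luciferase reporter U3A cells; Detection: reporter luminescence signal; Times: 1 h compound pre-exposure, 6 h IL-6 stimulation, 37 °C; Benchmarks: IL-6-only high control; Also added: IL-6 stimulus at 33 ng/mL final.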
SRC2 TRFRET art – flags TR-FRET format artefacts in PPARgamma SRC-2 recruitment agonist screen; TR-FRET ratio at 8 µM; actives 0.4% (n = 200,000); TR-FRET artefact counter-screen; stronger effect = higher value; in the data active means TR-FRET ratio above about 2000; further: inactives centre near 1500
PPARg SRC-3 ag – agonists of human PPARgamma SRC-3 coactivator recruitment; biochemical PPARgamma/SRC-3 coactivator recruitment assay; AID 731; activation, % at 8 µM; actives 0.26% (n = 200,000); in the data active means activation above about 23%;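 further: 0% = DMSO and 100% = reference agonist; some compounds past the cut are filed as inactive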
RAM inhibit – blocks the yeast RAM network | S. cerevisiae dse1pr::URA3 reporter, 5-FOA growth OD615, 2 d; analog-sensitive cbk1-as2 kinase mutant strain | inhibition, % at 50 µM | actives 1.8% (n = 190,000) | AID 868;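 active means inhibition above a set limit, 3 SD over mean compound inhibition, cut at about 8.4% in these data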;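 further: 0% = DMSO-only wells with no growth and 100% = 10 µM 1-NA-PP1 full growth; inhibition rescues growth on 5-FOA so higher OD means more RAM inhibition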
An asterisk follows results filed as active. The order is random; 5.6% or so of the library scored in one or more.

N#CC1(Cc2ccc(Cl)cc2)c2ccccc2C=CN1C(=O)c1ccccc1 (configuration not stated) was read as TLR4 MyD88 comp -2, PPARg SRC2 recr 11, ROMK primary -0.0091, STAT3 blocker -4, STAT1 blocker 4, PPARg SRC-1 ag -1, STAT3 activator 100, SRC2 TRFRET art 1499, PPARg SRC-3 ag 6 and RAM inhibit 4.1.
`Nn1c(Cc2cccc3ccccc23)nnc1SCc1ccccc1Cl` gave TLR4 MyD88 comp 1, PPARg SRC2 recr 2, ROMK primary -2.4, STAT3 blocker 3, STAT1 blocker 6, S1P3 antagonist -11, PPARg SRC-1 ag -1, STAT3 activator 96, SRC2 TRFRET art 1451, PPARg SRC-3 ag 1 and RAM inhibit 2.9.
COc1ccc([C@H]2[C@H](C(=O)C(C)(C)C)N3N=Cc4ccccc4C3C23C(=O)OC(C)(C)OC3=O)cc1 (some centres not stated) was read as TLR4 MyD88 comp 1, PPARg SRC2 recr 8, STAT3 blocker 30, STAT1 blocker -3, S1P3 antagonist -1, PPARg SRC-1 ag -5, STAT3 activator 75, SRC2 TRFRET art 1570, PPARg SRC-3 ag 1 and RAM inhibit 2.5.
`Cc1ccc(N2CC(C(=O)OCc3ccccc3F)CC2=O)cc1` (configuration not stated) gave TLR4 MyD88 comp 9, PPARg SRC2 recr 7, ROMK primary -0.57, STAT3 blocker 1, STAT1 blocker -4, S1P3 antagonist -25, PPARg SRC-1 ag 11, STAT3 activator 102, SRC2 TRFRET art 1583, PPARg SRC-3 ag 6 and RAM inhibit 1.7.
For COc1ccc(NC(=S)NNC(=O)OC(C)(C)C)cc1OC the results were TLR4 MyD88 comp -7, PPARg SRC2 recr 3, STAT3 blocker -2, STAT1 blocker 6, PPARg SRC-1 ag 0, STAT3 activator 103, SRC2 TRFRET art 1704, PPARg SRC-3 ag 5 and RAM inhibit 2.0.
For O=C(NCCc1ccccc1)c1nc(-c2cccs2)no1 the results were TLR4 MyD88 comp 3, PPARg SRC2 recr -2, ROMK primary -0.0024, STAT3 blocker 7, STAT1 blocker -22, S1P3 antagonist -9, PPARg SRC-1 ag 7, STAT3 activator 100, SRC2 TRFRET art 1522, PPARg SRC-3 ag 5 and RAM inhibit -0.8.
`COc1ccc(-c2cc(C(F)(F)F)nc(N3CCCCCC3)n2)cc1` gave TLR4 MyD88 comp -9, PPARg SRC2 recr 0, ROMK primary 0.74, STAT3 blocker -3, STAT1 blocker -3, PPARg SRC-1 ag 5, STAT3 activator 105, SRC2 TRFRET art 1606, PPARg SRC-3 ag -13 and RAM inhibit 8.7*.
`Cc1ccc(C2(C)NC(=O)N(CCOc3ccccc3)C2=O)cc1` (configuration not stated) gave TLR4 MyD88 comp 7, PPARg SRC2 recr -9, STAT3 blocker 1, STAT1 blocker -3, PPARg SRC-1 ag 9, STAT3 activator 102, SRC2 TRFRET art 1464, PPARg SRC-3 ag 3 and RAM inhibit 1.6.
CCSc1c(C(=O)NC)ccc2c1C(=O)c1ccccc1C2=O was read as TLR4 MyD88 comp -10, PPARg SRC2 recr -3, STAT3 blocker 11, STAT1 blocker 2, PPARg SRC-1 ag 4, STAT3 activator 94, SRC2 TRFRET art 1616, PPARg SRC-3 ag 11 and RAM inhibit 2.6.
Screening CC(C)(C)c1ccc(CN(Cc2ccccc2)C(c2ccccn2)c2nnnn2C(C)(C)C)cc1 (configuration not stated) returned TLR4 MyD88 comp 4, PPARg SRC2 recr -1, ROMK primary -1, STAT3 blocker -2, STAT1 blocker 14, PPARg SRC-1 ag -11, STAT3 activator 102, SRC2 TRFRET art 1498, PPARg SRC-3 ag -2 and RAM inhibit 4.1.
`O=C(CS(=O)(=O)c1ccccc1)Nc1nc(-c2ccc(F)cc2)cs1` gave TLR4 MyD88 comp -5, PPARg SRC2 recr 12, ROMK primary -0.0049, STAT3 blocker 24, STAT1 blocker -7, S1P3 antagonist 4, PPARg SRC-1 ag 0, STAT3 activator 85, SRC2 TRFRET art 1674, PPARg SRC-3 ag -4 and RAM inhibit 2.5.
Screening C/C(=N\N1CCN(c2ccc(Cl)cc2)CC1)c1ccco1 returned TLR4 MyD88 comp 0, PPARg SRC2 recr 2, ROMK primary 0.16, STAT3 blocker 29, STAT1 blocker 3, S1P3 antagonist -3, PPARg SRC-1 ag 4, STAT3 activator 81, SRC2 TRFRET art 1495, PPARg SRC-3 ag 1 and RAM inhibit 0.8.
For O=C(COC(=O)C1CC2C=CC1C2)Nc1ccccc1 (configuration not stated) the results were TLR4 MyD88 comp -13, PPARg SRC2 recr 4, ROMK primary -2.4, STAT3 blocker 1, STAT1 blocker -10, S1P3 antagonist -5, PPARg SRC-1 ag 2, STAT3 activator 102, SRC2 TRFRET art 1389, PPARg SRC-3 ag -5 and RAM inhibit 1.2.
COc1ccc(OC)c(-n2c(=S)[nH]c3cc(C(=O)NCCCN4CCCC4=O)ccc3c2=O)c1 was read as TLR4 MyD88 comp 6, PPARg SRC2 recr -3, STAT3 blocker 7, STAT1 blocker 4, PPARg SRC-1 ag -1, STAT3 activator 97, SRC2 TRFRET art 1541, PPARg SRC-3 ag -3 and RAM inhibit 0.2.
Screening CCN(CC)C(=O)c1cn(CC)c(=O)c2cc(OC)c(OC)cc12 returned TLR4 MyD88 comp 11, PPARg SRC2 recr 5, STAT3 blocker 29, STAT1 blocker -3, PPARg SRC-1 ag 2, STAT3 activator 81, SRC2 TRFRET art 1487, PPARg SRC-3 ag 12 and RAM inhibit -0.8.
Screening O=c1oc(-c2cccs2)nc2sc3c(c12)CCCC3 returned TLR4 MyD88 comp -5, PPARg SRC2 recr 2, ROMK primary -0.53, STAT3 blocker -14, STAT1 blocker -9, PPARg SRC-1 ag -3, STAT3 activator 111, SRC2 TRFRET art 1417, PPARg SRC-3 ag 2 and RAM inhibit 5.4.
Screening CC(C)CCNS(=O)(=O)c1ccc(-c2ccc(S(=O)(=O)NCCC(C)C)cc2)cc1 returned TLR4 MyD88 comp 3, PPARg SRC2 recr 4, ROMK primary 0.23, STAT3 blocker 18, STAT1 blocker 0, PPARg SRC-1 ag -4, STAT3 activator 90, SRC2 TRFRET art 1540, PPARg SRC-3 ag 9 and RAM inhibit 3.6.
For O=C(Nc1cccnc1)c1ccccc1F the results were TLR4 MyD88 comp -15, PPARg SRC2 recr 1, ROMK primary 1.5, STAT3 blocker 10, STAT1 blocker -2, S1P3 antagonist 2, PPARg SRC-1 ag 0, STAT3 activator 98, SRC2 TRFRET art 1533, PPARg SRC-3 ag -3 and RAM inhibit 0.9.
c1ccc(-c2nnc(SCc3cn4ccsc4n3)o2)cc1 was read as TLR4 MyD88 comp -18, PPARg SRC2 recr -5, STAT3 blocker 12, STAT1 blocker -14, S1P3 antagonist 4, PPARg SRC-1 ag 3, STAT3 activator 95, SRC2 TRFRET art 1579, PPARg SRC-3 ag 9 and RAM inhibit 2.6.
`Cn1c(=O)c2c(nc(CN3CCc4ccccc4C3)n2Cc2cccc(Cl)c2)n(C)c1=O` gave TLR4 MyD88 comp -4, PPARg SRC2 recr 2, STAT3 blocker -11, STAT1 blocker 3, S1P3 antagonist 0, PPARg SRC-1 ag -4, STAT3 activator 109, SRC2 TRFRET art 1539, PPARg SRC-3 ag 4 and RAM inhibit 0.5.
For CCOC(=O)c1c(CCl)nc2ccccc2c1C the results were TLR4 MyD88 comp -16, PPARg SRC2 recr 13, ROMK primary 0.38, STAT3 blocker 10, STAT1 blocker 5, S1P3 antagonist 3, PPARg SRC-1 ag 5, STAT3 activator 100, SRC2 TRFRET art 1770, PPARg SRC-3 ag 3 and RAM inhibit 3.9.
Screening Cc1ccc(/C=N/NC(=O)CCCOc2ccc(Cl)cc2Cl)cc1[N+](=O)[O-] returned TLR4 MyD88 comp -13, PPARg SRC2 recr 4, ROMK primary 0.7, STAT3 blocker -4, STAT1 blocker 6, PPARg SRC-1 ag 5, STAT3 activator 104, SRC2 TRFRET art 1558, PPARg SRC-3 ag 3 and RAM inhibit 0.4.
`CN1C(=O)c2cccc(NC(=O)CCc3ccccc3)c2C1=O` gave TLR4 MyD88 comp 5, PPARg SRC2 recr 1, STAT3 blocker 23, STAT1 blocker 3, S1P3 antagonist 92*, PPARg SRC-1 ag -1, STAT3 activator 88, SRC2 TRFRET art 1502, PPARg SRC-3 ag 4 and RAM inhibit 0.3.
Screening CCOc1cc(/C=C2\SC(=O)N(CC(=O)Nc3ccccc3F)C2=O)cc([N+](=O)[O-])c1O returned TLR4 MyD88 comp -5, PPARg SRC2 recr -4, ROMK primary -0.047, STAT3 blocker -6, STAT1 blocker 11, S1P3 antagonist 4, PPARg SRC-1 ag -7, STAT3 activator 109, SRC2 TRFRET art 1514, PPARg SRC-3 ag 1 and RAM inhibit 0.4.
For COc1ccc(Nc2oc(-c3ccccc3)nc2C#N)cc1 the results were TLR4 MyD88 comp 5, PPARg SRC2 recr 2, ROMK primary -0.18, STAT3 blocker 6, STAT1 blocker -39, S1P3 antagonist 10, PPARg SRC-1 ag 2, STAT3 activator 99, SRC2 TRFRET art 1648, PPARg SRC-3 ag 7 and RAM inhibit 3.4.
Screening Cc1ccc(/C(C#N)=C\c2cn(C)c3ccccc23)cc1 returned TLR4 MyD88 comp -5, PPARg SRC2 recr -3, ROMK primary -1.7, STAT3 blocker -5, STAT1 blocker -14, S1P3 antagonist -14, PPARg SRC-1 ag 1, STAT3 activator 106, SRC2 TRFRET art 1449, PPARg SRC-3 ag -8 and RAM inhibit 8.9*.
Screening C[C@]12CCC(=O)C=C1[C@H](O)C[C@@H]1[C@@H]2[C@@H](O)C[C@@]2(C)[C@H]1CC[C@]2(O)C(=O)CO returned TLR4 MyD88 comp -9, PPARg SRC2 recr -4, STAT3 blocker 22, STAT1 blocker -2, S1P3 antagonist 6, PPARg SRC-1 ag 13, STAT3 activator 83, SRC2 TRFRET art 1580, PPARg SRC-3 ag 1 and RAM inhibit 0.4.

Quoted at random: two entries already listed.
For CCOC(=O)c1c(CCl)nc2ccccc2c1C the results were TLR4 MyD88 comp -16, PPARg SRC2 recr 13, ROMK primary 0.38, STAT3 blocker 10, STAT1 blocker 5, S1P3 antagonist 3, PPARg SRC-1 ag 5, STAT3 activator 100, SRC2 TRFRET art 1770, PPARg SRC-3 ag 3 and RAM inhibit 3.9.
Screening CCOc1cc(/C=C2\SC(=O)N(CC(=O)Nc3ccccc3F)C2=O)cc([N+](=O)[O-])c1O returned TLR4 MyD88 comp -5, PPARg SRC2 recr -4, ROMK primary -0.047, STAT3 blocker -6, STAT1 blocker 11, S1P3 antagonist 4, PPARg SRC-1 ag -7, STAT3 activator 109, SRC2 TRFRET art 1514, PPARg SRC-3 ag 1 and RAM inhibit 0.4.

Bioassay records deposited in PubChem BioAssay by several laboratories.
